bIAP activator: bovine intestinal alkaline phosphatase activators, primary screen, biochemical, bovine IAP, CDP-star luminescence. alkaline phosphatase, intestinal [Bos taurus]. purified bovine IAP, 30 min; stronger effect = higher value; fold of DMSO-control signal, blank-subtracted. activation factor at 20 µM. 200,000 compounds, 0.17% hits. AID 1016, 2008;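 active = activation factor of 2 or more at 20 µM, a signal rise over negative controls twice the positive control's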
Diaphorase act: compounds boosting diaphorase resazurin reduction – biochemical, uHTS, resorufin fluorescence, counter-screen for diaphorase-coupled primary assays, primary screen; Diaphorase/resazurin coupled assay, 16 min; stronger effect = higher value; 1 = vehicle wells, 0 = NADH-free wells; activation factor at 20 µM; 190,000 compounds, 0.005% hits;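 active = diaphorase activity raised at least twofold by the compound at 20 µM; inactive = activation factor below 2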
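System – purified diaphorase enzyme from Clostridium kluyveri · Input – enzyme 0.07 U/mL final · Also added – final NADH 0.114 mM, resazurin 0.1 mM · Measured by – fluorescence of resorufin, 544 nm excitation, 590 nm emission · Timing – 16 min enzyme reaction, ambient temperature · Measure – resorufin increase flagging diaphorase activators or reducers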
PMI act satM6P: human PMI activators, high substrate, primary screen, biochemical, fluorescence intensity, near-saturating mannose 6-phosphate. Mannose-6-phosphate isomerase (Homo sapiens), P34949. AID 1216, 2008. 190,000 compounds, 0.34% hits. activation factor at 20 µM. coupled PMI enzyme assay, resazurin fluorescence, 20 min; stronger effect = higher value; 1 = untreated enzyme, 0 = substrate-free blank;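 active = activation factor of 2 or more at 20 µM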
Target sequence (P34949 whole entry, looked up): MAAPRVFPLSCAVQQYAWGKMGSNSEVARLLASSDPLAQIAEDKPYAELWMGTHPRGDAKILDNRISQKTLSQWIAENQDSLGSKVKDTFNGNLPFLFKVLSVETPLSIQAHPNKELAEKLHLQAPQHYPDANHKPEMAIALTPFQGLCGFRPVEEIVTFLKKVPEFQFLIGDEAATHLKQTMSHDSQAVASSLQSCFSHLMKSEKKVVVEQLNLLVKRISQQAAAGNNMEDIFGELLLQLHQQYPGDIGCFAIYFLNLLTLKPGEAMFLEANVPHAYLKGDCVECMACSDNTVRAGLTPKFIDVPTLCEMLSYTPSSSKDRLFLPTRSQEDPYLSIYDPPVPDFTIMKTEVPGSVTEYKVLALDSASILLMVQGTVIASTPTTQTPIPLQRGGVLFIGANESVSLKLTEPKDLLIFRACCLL
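Material: human phosphomannose isomerase with PGI, G6PDH, diaphorase coupling enzymes. Quantity: 15 ng/mL PMI. Medium: HEPES pH 7.4 buffer with MgCl2 and Tween-20. Reagent: Near-saturating mannose-6-phosphate, 1.0 mM. Compound: 20 µM single dose. Times: enzyme reaction with compound 20 min at room temperature. Detection: resorufin fluorescence at Ex 544/Em 590 nm.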
TNAP act hiacc: TNAP activators at high phosphate acceptor level, primary screen, biochemical, luminescence, uHTS. Alkaline phosphatase, tissue-nonspecific isozyme (Homo sapiens), P05186. purified TNAP, CDP-star luminescence, 1 M DEA, 30 min; stronger effect = higher value; 0 = EDTA background, 1 = DMSO-only activity. activation factor at 20 µM. 200,000 tested, under 10 active. AID 1136, 2008;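 active = activation factor at least 2 at 20 µM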
Target sequence (P05186 whole entry, looked up): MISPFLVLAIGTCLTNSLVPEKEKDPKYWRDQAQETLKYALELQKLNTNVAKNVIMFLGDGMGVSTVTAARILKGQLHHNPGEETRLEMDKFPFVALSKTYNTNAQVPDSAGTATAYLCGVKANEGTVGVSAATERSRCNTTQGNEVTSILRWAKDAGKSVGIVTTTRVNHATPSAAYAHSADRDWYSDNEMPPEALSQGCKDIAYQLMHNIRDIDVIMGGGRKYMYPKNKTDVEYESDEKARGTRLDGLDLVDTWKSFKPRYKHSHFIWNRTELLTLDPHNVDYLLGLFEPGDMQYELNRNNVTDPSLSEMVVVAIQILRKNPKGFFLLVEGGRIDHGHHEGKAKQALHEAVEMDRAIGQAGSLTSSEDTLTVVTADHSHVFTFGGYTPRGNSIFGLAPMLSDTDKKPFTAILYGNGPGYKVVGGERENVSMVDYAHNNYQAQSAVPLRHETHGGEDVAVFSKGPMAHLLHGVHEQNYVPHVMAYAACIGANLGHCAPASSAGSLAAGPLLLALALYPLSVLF
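Assay system: human TNAP; Input: enzyme diluted 1/800 final; Reagent: CDP-star luminogenic substrate at 100 µM final; Timing: 30 min, room temperature; Signal: luminescence; Evaluation: TNAP activation factor scaled between EDTA and DMSO control wells.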
TNAP inh no acc: human TNAP enzyme inhibitors, primary screen, biochemical, luminescent, no phosphate acceptor, uHTS; Alkaline phosphatase, tissue-nonspecific isozyme (Homo sapiens), P05186; purified TNAP, CDP-star luminescence, 30 min; inhibition, % at 20 µM; 200,000 compounds, 0.26% hits; AID 1012, 2008;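 active = tissue-nonspecific alkaline phosphatase inhibition above about 50% at 20 µM in the single-dose screen, limit read from the data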;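 note: 0% = DMSO negative control and 100% = EDTA positive control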
bIAP inh: bovine intestinal alkaline phosphatase inhibitors, primary screen, selectivity assay for TNAP inhibitor project, biochemical, bovine IAP, CDP-star luminescence | 190,000 tested, under 10 active | alkaline phosphatase, intestinal [Bos taurus] | purified bovine IAP, 30 min | inhibition, % at 20 µM;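 active = over 50% inhibition of intestinal alkaline phosphatase at 20 µM in the single-dose screen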
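Incubation: 30 min reaction at room temperature / Material: purified bovine intestinal alkaline phosphatase (IAP) enzyme / Input: enzyme at 1/65,000,000 dilution / Dosing: 20 µM single dose / Signal: CDP-star luminescence signal / Reagent: CDP-star chemiluminescent phosphatase substrate, 30 µM final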
PMI activator: activators of human PMI, primary screen, biochemical, fluorescence intensity, near-Km mannose 6-phosphate; purified human PMI, coupled resazurin fluorescence, 20 min; stronger effect = higher value; 1 = vehicle control, 0 substrate-free wells; activation factor at 20 µM; 190,000 compounds, 0.005% hits;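 active = activation factor of 2 or more at 20 µM, relative to plate controls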
Lmaj promast: Leishmania major promastigote growth inhibition, primary screen | inhibition, % at 10 µM | Leishmania major promastigotes, resazurin fluorescence viability | 200,000 compounds, 9% hits; in the data active = inhibition above about 50%;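 note: promastigotes grown with compound for 44 hours at 28 °C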
Diaph inh CS: diaphorase inhibitors and chemical oxidizers, primary screen, counter-screen for diaphorase-coupled primary assays, biochemical, uHTS, resorufin fluorescence; diaphorase resazurin-to-resorufin fluorescence, NADH, 16 min; bacterial (C. kluyveri) enzyme, not human; inhibition, % at 20 µM; 190,000 compounds, 0.69% hits;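 active = primary screen inhibition at 20 µM above a set limit, cut at about 50% in these data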;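 note: plate controls were DMSO with full reaction for no effect and wells lacking NADH for full effect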
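controls = No-NADH positive control and DMSO neutral control | system = Clostridium kluyveri diaphorase enzyme | timing = reaction incubation of 16 min at room temperature | signal = resorufin fluorescence 544/590 nm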
TNAP inh hi DEA: human TNAP enzyme inhibitors, primary screen, biochemical, luminescent, high phosphate acceptor level, uHTS. Alkaline phosphatase, tissue-nonspecific isozyme (Homo sapiens), P05186. purified TNAP, CDP-star luminescence, 1 M DEA. inhibition, % at 20 µM. 200,000 compounds, 0.03% hits;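 active = over 50% inhibition of tissue-nonspecific alkaline phosphatase at 20 µM in the single-dose screen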;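 note: plate controls were DMSO wells for no effect and EDTA-quenched wells as full inhibition for full effect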
Active calls of the source: *; . = not tested or not shown.

SMILES	bIAP activator	Diaphorase act	PMI act satM6P	TNAP act hiacc	TNAP inh no acc	bIAP inh	PMI activator	Lmaj promast	Diaph inh CS	TNAP inh hi DEA
CNc1[nH]ncc1[N+](=O)[O-]	1	1	1	0.9	-3	5	1.1	-7	1	5
COc1ccccc1N1CCN(c2ccc(Cl)nn2)CC1	1	.	.	1	-10	2	.	10	.	-4
CSC(=O)CC(=O)NC(=O)c1ccccc1	0.8	0.9	1	1.1	-7	21	1	12	6	-7
CCn1c(SCC(=O)N2c3ccccc3CCc3ccccc32)nnc1-c1ccc(OC)cc1	1	1	1	1	-12	2	1	17	4	-3
COc1cccc(N2CCN(C(=O)C3C4C=CC5(CN(Cc6ccccc6Cl)C(=O)C35)O4)CC2)c1 (configuration not stated)	1.1	0.9	0.9	1	-9	-11	0.9	1	13	-4
CC(C)CC(NC(N)=O)C(=O)NCCc1ccc(Cl)cc1Cl (configuration not stated)	0.9	0.8	1	1	-4	7	1	-1	16	1
CCOC(=O)Cc1c(C)[nH]c(=S)[nH]c1=O	0.9	1	1.1	1	-8	11	1.1	-6	-4	-2
OC(CNCCCN1CCCCC1)COc1ccccc1 (configuration not stated)	1	0.9	1	1.1	-14	1	0.9	4	13	-6
COc1cc(OC)cc(C(=O)NNC(=O)c2ccccn2)c1	0.9	0.6	0.9	1	-175	6	0.7	93*	36	-4
Cc1ccc(N(CC(=O)N2CCN(C3CCCCC3)CC2)S(=O)(=O)c2cccnc2)cc1	1.1	1	1	1	-4	-9	1	44	2	1
CCc1ccc(/C=N/NC(=S)NCCc2ccccc2)cc1	0.8	0.9	1	1.1	-7	20	1	0	7	-10
Cc1cccc2nc(-c3ccco3)c(Nc3ccc4c(c3)OCCO4)n12	0.9	0.8	0.9	1.1	-12	13	0.9	13	25	-7
CC#CC[N+](C)(C)CCCCCCCCCCCC	1.2	0.9	0.9	1.1	-6	-23	0.9	100*	8	-6
O=c1cc(N2CCOCC2)[nH]c(=O)n1-c1ccc(Br)cc1	1	0.9	0.9	1	-7	3	0.9	-7	6	-2
CN(C(=O)CSc1nnc(-c2ccccc2)n1C)C1CCS(=O)(=O)C1 (configuration not stated)	1	0.9	1.1	1.1	-2	-1	1.1	4	10	-6
OCCN1CCN(CCOc2ccccc2-c2ccccc2)CC1	1.1	1.2	1.4	1.1	-3	-7	1.4	1	-16	-6
C/C(=N\OCC(=O)Nc1ccc(Br)cc1)c1cccs1	0.8	1	1	1	-14	19	1	-2	1	-4
O=C(O)/C=C/C(=O)NC1CCC(CC2CCC(NC(=O)/C=C/C(=O)O)CC2)CC1 (configuration not stated)	1	1.1	1.1	1	-3	1	1	-6	-7	0
CN(CC(=O)NCCc1ccccc1)S(=O)(=O)c1cccc2nsnc12	1	1.1	0.8	0.9	-1	-4	1.1	-7	-6	6
N/C(=N\OC(=O)COc1ccc2ccccc2c1Br)c1ccncc1	0.9	0.7	0.8	1.1	-10	6	0.9	4	25	-6
Cc1cccc(N2CC(O)(c3cccs3)[N+]3=C2CCCC3)c1 (configuration not stated)	1.1	0.9	1.1	1	-11	-9	1.1	13	14	2
CC(CCn1cccn1)NC(=O)c1cc(COc2ccc(F)cc2F)on1 (configuration not stated)	1.1	0.8	0.9	1	0	-7	0.9	0	16	0
Cc1ccnc(SCCn2c(N3CC(C)OC(C)C3)nc3c2c(=O)n(C)c(=O)n3C)n1 (configuration not stated)	1.1	1	1.1	1	-11	-10	1.1	-2	4	-1
COC(=O)c1ccc(NC(=O)C2CCCO2)cc1 (configuration not stated)	1.1	1	1	1	-8	-6	0.7	2	3	-5
C=CCN(CC=C)C(=O)c1ccccc1NC(=O)c1ccccc1C	1	0.9	1	1	-2	0	1.1	-1	7	-1
N#Cc1c(-c2ccccc2)cc(C2CC2)nc1SCC(=O)c1cccs1	1	0.8	0.9	1.1	-15	4	0.9	2	21	-7
CCOC(=O)/C(C#N)=C1/C=Nc2ccccc2N1	0.8	0.9	1	1	-1	21	1	-1	6	4
CCc1cccc(Oc2nn[nH]n2)c1	0.9	0.9	1	1	-6	6	0.9	-7	14	0
COc1ccc(C2c3c(oc4ccccc4c3=O)C(=O)N2c2ccccn2)cc1OC (configuration not stated)	0.9	0.9	1.1	1.1	-11	8	0.9	-4	15	-9
O=C(COc1ccc(Cl)cc1)NNC(=O)CSc1nncs1	1.3	1	1.1	1	-81	-26	1.2	-4	1	-4
O=C(O)/C=C/C(=O)NCCC1=CCCCC1	1	0.9	1.1	1	-12	-4	1.1	-7	6	-4
Cc1cc(C)c2c(c1)cc(C)c1nnc(SCC(=O)Nc3ccccc3N3CCOCC3)n12	0.8	0.8	0.9	1	-7	19	0.9	17	24	-3
COc1ccc(-c2cnnn2-c2ccc(NC(=O)c3ccc(S(=O)(=O)N4CCCCC4)cc3)cc2)cc1OC	0.1	0.9	1	1	-5	.	1	96*	7	0
COC(=O)CN=Cc1c(C)[nH]n(-c2ccccc2)c1=O	1.1	1	1	1	-7	-11	1.1	-3	1	0
CC(NC(=O)c1ccc(Cn2cc([N+](=O)[O-])cn2)cc1)c1ccccc1 (configuration not stated)	0.9	1	1.1	1.1	-7	15	1	-7	1	-6
COc1ccc(OCC(=O)c2c(O)c3ccccc3oc2=O)cc1	0.8	0.8	1.7	1	-12	16	1.3	-14	25	-3
Cc1scc(C(=O)N/N=C/c2ccc(OC(C)C)cc2)c1C	0.8	0.9	0.9	1	-12	23	0.9	5	14	-5
C/C(=N\Nc1ccc(C(F)(F)F)cn1)c1ccncc1	1	1	1	1	-4	2	1	5	4	0
COc1ccc(C2=NCCn3cccc32)c(OC)c1	1	0.9	1	1	-8	3	1	-3	11	-3
O=C(CSc1ncnc2c1cnn2-c1ccccc1)Nc1ccc2c(c1)OCO2	0.9	0.9	1	1	4	10	1	4	12	4
N#Cc1nc(Cc2cccc3ccccc23)oc1N1CCCCC1	0.7	0.8	0.9	1	-1	25	0.9	14	17	-2
COc1cccc(NC(=S)N2CCN(c3ccccn3)CC2)c1	0.8	0.8	0.8	1	-8	18	0.9	12	20	-1
Cc1csc(NC(=O)c2nc(-c3ccccc3)n(-c3ccccc3)n2)n1	1.7	0.9	1	1.1	-19	-70	1	36	14	-6
Fc1ccc(N/N=C/c2ccc(N3CCOCC3)cc2)c(F)c1	1	0.9	2.2*	1	-4	0	1.7	-15	10	0
Cc1ccc(C)c(-n2cc(CN3CCNC(=O)CC3)c(-c3ccccc3)n2)c1	1.2	1.1	1	1	-5	-20	1	-6	-8	-2

Next part, overlapping the part above by 6 compounds.
SMILES	bIAP activator	Diaphorase act	PMI act satM6P	TNAP act hiacc	TNAP inh no acc	bIAP inh	PMI activator	Lmaj promast	Diaph inh CS	TNAP inh hi DEA
O=C(CSc1ncnc2c1cnn2-c1ccccc1)Nc1ccc2c(c1)OCO2	0.9	0.9	1	1	4	10	1	4	12	4
N#Cc1nc(Cc2cccc3ccccc23)oc1N1CCCCC1	0.7	0.8	0.9	1	-1	25	0.9	14	17	-2
COc1cccc(NC(=S)N2CCN(c3ccccn3)CC2)c1	0.8	0.8	0.8	1	-8	18	0.9	12	20	-1
Cc1csc(NC(=O)c2nc(-c3ccccc3)n(-c3ccccc3)n2)n1	1.7	0.9	1	1.1	-19	-70	1	36	14	-6
Fc1ccc(N/N=C/c2ccc(N3CCOCC3)cc2)c(F)c1	1	0.9	2.2*	1	-4	0	1.7	-15	10	0
Cc1ccc(C)c(-n2cc(CN3CCNC(=O)CC3)c(-c3ccccc3)n2)c1	1.2	1.1	1	1	-5	-20	1	-6	-8	-2
O=C(CN1CCC(NC(=O)c2ccco2)CC1)Nc1cccc2ccccc12	0.9	1	1	1	-8	9	1	-6	2	-1
COc1cccc(CNc2ccc3c(c2)ncn3C(C)C)c1OC	1.1	0.8	0.7	1	48	-12	0.8	0	16	1
COc1cccc(-n2c(C)nnc2SCC#N)c1	0.9	0.9	1	1.1	-14	7	1.2	-8	13	-6
CCOc1ccc(C(C)=O)cc1CN1C(=O)NC2(CCCCCCC2)C1=O	1.1	1	1.1	1	-7	-12	1.1	-5	4	-1
Cc1ccc(OCC(=O)N2CCN(c3nnc(-c4ccccc4)c4ccccc34)CC2)cc1	1	0.8	0.9	1	-2	1	1	89*	20	-5
O=C(CSc1nnc(NC(=O)Cc2ccccc2)s1)NCC1CCCO1 (configuration not stated)	1	0.9	1	1	-15	-1	1	-10	12	-2
CC12CCC(C/C1=N\N=C1\NC(=O)/C(=C\c3cccc(Br)c3)S1)C2(C)C (configuration not stated)	1	0.8	1	1	-28	-1	0.8	1	15	0
Cc1ccccc1S(=O)(=O)c1cc(C#N)c(=O)[nH]c1N	1	1	1.1	1	-5	2	1.2	4	-4	2
CC12C=CC3(O1)C(C(=O)N1CCCOC13)C2C(=O)O (configuration not stated)	0.9	.	.	1	-9	9	.	-6	.	-3
Cc1onc(-c2ccccc2)c1C(=O)Nc1nc(-c2ccccc2)cs1	0.8	0.9	1	1	-9	24	0.9	-3	12	-2
CCOC(=O)/C(=N/O)C1=NC(C)(C)Cc2cc(C)c(C)cc21	0.9	1	1.1	1	-10	10	1.1	-4	-2	-2
Cn1ncc(N)c1C(=O)Nc1cccc(C(F)(F)F)c1	0.9	0.8	1	1.1	-13	7	0.9	-12	17	-6
O=C1OCCC1Sc1nnc(-c2ccccc2Cl)n1Cc1ccccc1 (configuration not stated)	0.3	0.9	1.1	1	-8	.	1.1	-4	7	1
Cc1ccc(NC2=NCCCCC2)cc1	0.8	0.9	1	1	-12	16	1	-2	8	-3
